# Screens as filed in PubChem BioAssay.
# Vif-A3F inh: inhibitors of Vif-A3F interaction; Potency, µM (titrated, usually from 46.1 µM), for inactives: at the highest dose activity, negative = active; 0.2% of 390,000 active; HeLa A3F-eYFP + Vif (tagged APOBEC3F with the HIV-1 protein that degrades it), YFP fluorescence increase; note: potency is the fitted concentration of half-maximal effect; % of control where 0% means no effect; nearly all actives have a fitted effect of over 65% in size
#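 HeLa cells stably expressing Vif plus C-terminally eYFP-tagged A3F were seeded, incubated overnight at 37 deg C, dosed with compound, incubated overnight again at 37 deg C. Yellow fluorescence (Ex 488/Em 500-530) reported blocked Vif-mediated A3F-eYFP degradation.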
# TrxR1 substrate: substrates of rat thioredoxin reductase 1; purified TrxR1 substrate turnover, NADPH consumption readout; Potency, µM (top dose mostly 114 µM), for inactives: at the highest dose activity change, negative = substrate turnover; 0.01% of 390,000 active; AID 588456; note: potency is the fitted concentration of half-maximal effect; % is set by controls: 0 for no effect and ±100 for the full control effect; nearly all actives have a fitted effect of over 50% in size
#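 Rat TrxR1, dispensed at 90 nM, was prereduced with 400 uM NADPH (final) for 5 min at ~22 deg C, then incubated with compound 15 min before 400 uM selenite. A first-read NADPH fluorescence drop versus no-compound background flagged substrates.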
# mIDH1 inhibitor: blocks human mutant IDH1 R132H enzyme; O75874; IDH1-R132H enzyme, NADPH consumption, diaphorase/resazurin fluorescence; Potency, µM (series often up to 76.6 µM), for the others: at the highest dose activity change, negative = inhibition, actives largely listed as inhibitors; 0.093% of 390,000 active; note: potency is the fitted concentration of half-maximal effect; % is set by controls: 0 for no effect and ±100 for the full control effect; nearly all actives have a fitted effect of over 65% in size
# Target sequence (O75874 whole entry R132H, stated change not applied): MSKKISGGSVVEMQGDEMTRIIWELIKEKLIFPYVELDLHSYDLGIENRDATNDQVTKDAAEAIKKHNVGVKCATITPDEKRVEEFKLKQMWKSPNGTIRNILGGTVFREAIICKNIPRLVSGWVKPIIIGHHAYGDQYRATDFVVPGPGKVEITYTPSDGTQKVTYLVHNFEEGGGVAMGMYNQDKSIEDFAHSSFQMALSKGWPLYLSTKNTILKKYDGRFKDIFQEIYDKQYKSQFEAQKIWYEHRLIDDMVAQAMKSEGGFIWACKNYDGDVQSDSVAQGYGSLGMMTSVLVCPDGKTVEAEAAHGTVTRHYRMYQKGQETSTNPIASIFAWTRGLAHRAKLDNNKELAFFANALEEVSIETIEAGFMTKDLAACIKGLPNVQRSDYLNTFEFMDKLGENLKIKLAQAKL
#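 IDH1-R132H (0.5 ug/mL) preincubated 30 min with compound, then NADPH (0.016 mM) and alpha-KG (2 mM) added; 80 min at RT, pH 7.5. Remaining NADPH coupled via diaphorase/resazurin to fluorescence (540/590 nm); concentration-response curves normalized to no-enzyme control.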
# PI4K2A inh: blocks human PI4K2A kinase activity; Q9BTU6; purified PI4K2A, ADP-Glo luminescence, 1 h; hits give low values; activity change, negative = inhibition, % at 76.9 µM; 0.13% of 420,000 active; AID 1346378; in the data active = activity change below about -50%; inconclusive = mostly about -30% to -49%;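 note: -100% = wells without enzyme as full effect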
#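 Compounds are screened against recombinant PI4K2A using PI as substrate and ATP, the latter dispensed at 300 microM. Reactions run one hour at ambient temperature before ADP-Glo detection; full inhibition defined by wells lacking enzyme.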
# LDHA inh: inhibitors of human lactate dehydrogenase A | purified LDHA, NADH/diaphorase-resazurin fluorescence; hits give low values | activity change, % (values are at about 110 or 230 µM) | AID 1347041 | P00338 | 0.15% of 480,000 active; in the data active = activity change below about -30%; inconclusive = mostly about -25% to -30%;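 note: plate controls were DMSO wells for no effect and wells without enzyme for full effect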
#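 Human LDH5 (2 nM) was incubated with 0.06 mM NADH and 0.2 mM pyruvate for 5 min at room temperature in Tris pH 7.4. Remaining NADH was coupled through diaphorase/resazurin, and resorufin fluorescence was read at 0 and 20 min.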
# RXFP1 agonist: activates the human relaxin receptor RXFP1; Q9HBX9; HEK293T-RXFP1 cAMP TR-FRET, 30 min; response scale: percent of porcine relaxin response, buffer zero; Potency, µM (doses to about 57.5 µM), without a hit: at the highest dose activation, actives largely listed as activators; 0.3% of 370,000 active; note: potency is the fitted concentration of half-maximal effect; % is set by controls: 0 for no effect and ±100 for the full control effect; nearly all actives have a fitted effect of over 60% in size; many of its hits are not listed in these tables
#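 HEK293T cells stably expressing RXFP1 were pretreated with the PDE4 inhibitor Ro 20174, exposed to compounds for 30 min at 37C, lysed, and cAMP was read by TR-FRET. Data normalized to buffer (basal) and 29 nM porcine relaxin (100%).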
# Vif-APOBEC3G blk: inhibitors of Vif-APOBEC3G interaction. HeLa A3G-eYFP + Vif (tagged APOBEC3G with the HIV-1 protein that degrades it), YFP fluorescence, overnight. Potency, µM (titrated, usually from 46.1 µM), for inactives: at the highest dose activity, negative = active, actives largely listed as inhibitors. 0.076% of 410,000 active. AID 602310;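 note: potency is the fitted concentration of half-maximal effect; % is set by controls: 0 for no effect and ±100 for the full control effect; nearly all actives have a fitted effect of over 60% in size; hits raise eYFP signal because A3G escapes Vif-driven loss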
# Target sequence (Q9HC16 whole entry, looked up): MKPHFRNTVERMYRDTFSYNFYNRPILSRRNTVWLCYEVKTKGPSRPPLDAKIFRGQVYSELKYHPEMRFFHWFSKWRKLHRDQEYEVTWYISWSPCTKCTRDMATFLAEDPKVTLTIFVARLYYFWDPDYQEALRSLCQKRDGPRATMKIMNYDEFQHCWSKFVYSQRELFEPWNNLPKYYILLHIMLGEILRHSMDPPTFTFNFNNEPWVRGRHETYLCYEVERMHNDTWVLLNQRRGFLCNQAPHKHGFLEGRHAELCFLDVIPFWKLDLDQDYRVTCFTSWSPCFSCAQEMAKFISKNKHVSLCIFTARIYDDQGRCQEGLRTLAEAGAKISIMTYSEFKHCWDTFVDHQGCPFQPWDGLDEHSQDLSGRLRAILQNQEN
#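 HeLa cells stably expressing Vif and C-terminally eYFP-tagged A3G, seeded overnight at 37 deg C, then exposed to compound by pintool overnight at 37 deg C. Rise in yellow fluorescence (Ex 488/Em 500-530, Acumen) marks blocked Vif-driven A3G degradation.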
# USP1-UAF1 inh: inhibitors of human USP1/UAF1 deubiquitinase | recombinant USP1/UAF1, Ub-Rhodamine cleavage fluorescence | Potency, µM (series often up to 57.1 µM), inactives show at the highest dose activity change, negative = inhibition, most hits filed as inhibitors | 0.23% of 390,000 active | AID 743255; note: potency is the fitted concentration of half-maximal effect; % is set by controls: 0 for no effect and ±100 for the full control effect; nearly all actives have a fitted effect of over 60% in size; inactives centre near -12
#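 In this screen, compounds sit with the deubiquitinase complex (1nM) for 15 min at room temperature before Ub-Rho is added at 150nM final. Fluorescence rise is then followed for 6 reads every 60 seconds.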
# Glioma ERSR ind: induces the endoplasmic reticulum stress response in human glioma cells; Potency, µM, without a hit: at the highest dose activation, most hits filed as activators; AID 602332; 0.02% of 420,000 active; U87-MG GRP78 promoter luciferase reporter, 16 h; note: potency is the fitted concentration of half-maximal effect; series mostly up to about 76 µM; % of control where 0% means no effect; nearly all actives have a fitted effect of over 35% in size
#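 Stably transfected U87-MG human glioma cells carrying a GRP78-based luminescent sensor were seeded at 1000 cells/well, pin-dosed with compounds and incubated 16 h. Luciferase reagent was then added, and end-point luminescence was read after 10 min at room temperature.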
# Starred values were filed as active, the others as inactive; u = inconclusive; x = no result given; [ ] = remark or other dose. Unless noted, calls come from the whole dose curve; as a rule, active = well fitted curve in the direction sought with a large enough effect; inconclusive = small, poorly fitted or top-dose-only effect, or another doubt; inactive = no such curve, though single readings can be large; an effect the other way counts as inactive or inconclusive.
no.	Compound	Vif-A3F inh	TrxR1 substrate	mIDH1 inhibitor	PI4K2A inh	LDHA inh
1	Cc1n[nH]c(=O)nc1N/N=C/c1cccs1	-26%	-17%	-4%	-52*	10
2	CN[C@H]1C[C@@H](c2ccccc2)N(C(C)=O)C[C@H]1CO	x	x	x	1	-2
3	CC(C)(C#N)NC(=O)C(=O)c1c(-c2ccccc2)cc2ccccn12	12%	6%	-1%	-6	-10
4	O=C(CSc1nnc(COc2ccccc2)n1Cc1ccco1)Nc1ccc2c(c1)OCCO2	-3%	7%	2%	2	3
5	COc1cc(OC)c(C(=O)OCC(=O)Nc2nnc(-c3ccccc3)o2)cc1OC	-2%	-2%	-14%	-2	0
6	CC(=O)c1ccc(S(=O)(=O)NCC(=O)NC(c2nc3ccccc3[nH]2)C(C)C)cc1 (centres undefined)	-8%	-5%	-22%	-9	1
7	Cc1ccc(C(=O)N2c3nc(-c4ccco4)nn3C3(CCCCC3)[C@@H]3CCCC[C@@H]32)cc1	-4%	1%	-11%	-2	-2
8	O=C(CN(Cc1ccccc1Cl)C(=O)CNS(=O)(=O)c1ccccc1)NCC1CCCO1 (centres undefined)	0%	9%[0.0914 µM]	8%	0	-6
9	S=C(NCc1cccnc1)Nc1ccc(Cl)c(Cl)c1	-9%	12%[11.4 µM]	-3%	1	-18
10	COc1ccccc1N1CCN(c2ccc(N3C(=O)CCC3=O)cc2[N+](=O)[O-])CC1	2%	0%	0%	4	-6

no.	RXFP1 agonist	Vif-APOBEC3G blk	USP1-UAF1 inh	Glioma ERSR ind
1	0.7%	-1%	-7%	1%
2	x	1%	x	-4%
3	-0.8%	0%	-11%	-4%
4	0.8%	3%	-24%	-2%
5	2.4%	-2%	1%	1%
6	x	-6%	-5%	-4%
7	-0.1%	-3%	6%	-5%
8	-1.6%	-4%	-10%	-1%
9	0.8%	0%	-14%	8%
10	0.5%	0%	-17%	-1%

# Next records.
no.	Compound	Vif-A3F inh	TrxR1 substrate	mIDH1 inhibitor	PI4K2A inh	LDHA inh
11	COc1ccc(CNCc2cn(-c3cccc(F)c3)nc2-c2ccc(C)o2)cc1	-4%	4%	-5%	2	3
12	Cc1nnsc1C(=O)Oc1ccc(Cl)cc1	1%	1%	33%[activator]	2	-10
13	Cc1ccc(Cn2c(SCc3cccnc3)nc3c2c(=O)n(C)c(=O)n3C)cc1	3%	9%	11%	-2	-4
14	CC(C)(C)S(=O)N1Cc2cc(=O)n(Cc3ccccc3)cc2[C@@H]1CCO (some centres undefined)	-12%	12%	10%	-8	6
15	COc1cc(/C=C/C(=O)OCC(=O)c2c[nH]c3ccccc23)ccc1OC(F)F	2%	4%[57.1 µM]	1%	4	-5
16	O=C(Nc1ccc(C(=O)N2CCCCC2)cc1)C1CC1	-6%	5%	-6%[38.3 µM]	2	-6
17	COc1ccc(CN(Cc2cccnc2)C(=S)NCCc2ccccc2)cc1OC	2%	-1%	4%	-1	0
18	O=C(NCCOc1ccc(F)cc1)C1CCC(=O)N(CCCN2CCOCC2)C1 (centres undefined)	-25%	7%[57.1 µM]	0%	2	-1
19	CCOC(=O)C1(C)CCN1C(=O)c1cccc(C#N)c1 (centres undefined)	x	x	x	1	-9
20	Cc1ccc(CNCc2c(C(=O)O)c(C)n(Cc3ccc(C)cc3)c2C)cc1	6%	2%	0%	0	2

no.	RXFP1 agonist	Vif-APOBEC3G blk	USP1-UAF1 inh	Glioma ERSR ind
11	1.0%	-17%	-5%	-14%
12	1.1%	0%	-6%	-3%
13	1.7%	-3%	-22%	-5%
14	x	2%	-24%	-2%
15	1.9%	1%	-16%	-5%
16	x	-5%	-25%	3%
17	-1.6%	0%	-12%	-4%
18	-0.6%	-2%	-24%	-4%
19	x	1%	x	0%
20	1.1%	-5%	-30%	-1%

# Four compounds from above with just Vif-A3F inh and Vif-APOBEC3G blk:
item | canonical_smiles | Vif-A3F inh | Vif-APOBEC3G blk
2 | CN[C@H]1C[C@@H](c2ccccc2)N(C(C)=O)C[C@H]1CO | x | 1%
3 | CC(C)(C#N)NC(=O)C(=O)c1c(-c2ccccc2)cc2ccccn12 | 12% | 0%
4 | O=C(CSc1nnc(COc2ccccc2)n1Cc1ccco1)Nc1ccc2c(c1)OCCO2 | -3% | 3%
5 | COc1cc(OC)c(C(=O)OCC(=O)Nc2nnc(-c3ccccc3)o2)cc1OC | -2% | -2%

# (further entries)
no.	Compound	Vif-A3F inh	TrxR1 substrate	mIDH1 inhibitor	PI4K2A inh	LDHA inh
21	Cc1c(Cl)cnc(NC(=O)CSc2n[nH]c(N)n2)c1Cl	-4%	3%	-3%	2	1
22	Cc1cc(C)c(CN2CCC(n3nccc3NC(=O)C3CCCC3)CC2)cc1C	2%	7%	0%	-12	3
23	Cc1ccc(NC(=O)Nc2ccc(F)cc2)nc1	2%	3%	11%	1	-6
24	O=C(c1ccc(S(=O)(=O)NCc2ccco2)cc1)N1CCN(Cc2ccccc2)CC1	-6%	9%[57.1 µM]	8%	-8	-7
25	NNC(=O)c1csc(-c2cccc(C(F)(F)F)c2)n1	2%	5%[57.1 µM]	4%	4	-1
26	Cc1nn(C)c(C(=O)NNC(=S)Nc2ccc(F)cc2)c1[N+](=O)[O-]	0%	-6%	8%	-1	2
27	CCN1C(=O)c2ccc(C(=O)Nc3ncc(C)s3)cc2C1=O	-4%	10%[57.1 µM]	5%	3	-4
28	CC(C)C(=O)NC(NC(=O)C(C)C)c1ccc([N+](=O)[O-])cc1	4%	-17%	5%	-3	-4
29	Cc1noc(C)c1C(=O)OC(C)C(=O)Nc1ccc(S(=O)(=O)NC(C)C)cc1 (centres undefined)	5%	-11%	9%	-5	-7
30	CCc1nnc(NC(=O)CSc2nc(SC)ns2)s1	3%	-1%[57.1 µM]	16%	1	-1

no.	RXFP1 agonist	Vif-APOBEC3G blk	USP1-UAF1 inh	Glioma ERSR ind
21	5.4%	0%	-22%	-3%
22	-0.2%	6%	-12%	-2%
23	1.9%	2%	-13%	-1%
24	1.2%	-1%	-30%	-3%
25	-0.3%	-2%	2%	-3%
26	-1.8%	0%	6%	-5%
27	3.8%	2%	-16%	0%
28	0.1%	1%	-1%	1%
29	-0.6%	-1%	-18%	-6%
30	0.3%	-2%	-4%	-4%

# Remaining list, next part:
no.	Compound	Vif-A3F inh	TrxR1 substrate	mIDH1 inhibitor	PI4K2A inh	LDHA inh
31	Nc1cc(-c2ccc(OC(F)(F)F)cc2)nn1-c1ccc(Cl)c(Cl)c1	11%	-21%[57.1 µM]	3%	-5	4
32	Cc1cc(NC(=O)CSc2nnc(C)n2-c2ccccc2)no1	5%	-9%[57.1 µM]	5%	4	0
33	COc1ccccc1NC(=S)N1CC(C)OC(C)C1 (centres undefined)	0%	2%	2%	2	-7
34	Cc1ccc(-n2cc3ccc([N+](=O)[O-])cc3n2)cc1	x	3%	8%	-4	1
35	COc1ccc(CCN2C(=O)CC(C(N)=O)SC2=Nc2ccccc2)cc1OC (centres undefined)	9%	2%	2%	2	-2
36	COc1ccc(Br)cc1C(=O)CCC(=O)OCC(=O)Nc1cc(C(N)=O)cc(C(N)=O)c1	-8%	3%	-3%	2	-8
37	Cn1c(-c2ccc(F)cc2)cnc1NCc1ccc(F)cc1F	1%	4%	2%	3	-21
38	O=[N+]([O-])c1cc2ccccc2c(O)c1O	-12%	x	22%	u	22
39	COc1cc(SC)ccc1C(=O)OCC(=O)NCC(C)C	-4%	-14%[57.1 µM]	9%	4	0
40	CCCNC(=O)/C(C#N)=C1\N=C(NC(=O)c2ccco2)c2ccccc21	1%	-18%	11%	3	-1

no.	RXFP1 agonist	Vif-APOBEC3G blk	USP1-UAF1 inh	Glioma ERSR ind
31	-0.2%	-11%	-23%	-8%
32	3.2%	0%	-23%	1%
33	0.4%	1%	1%	-3%
34	0.2%	-4%	-26%	-11%
35	1.1%	0%	6%	-5%
36	1.7%	-7%	-4%	-3%
37	-0.9%	0%	-8%	0%
38	x	2%	u	-5%
39	1.4%	0%	-6%	-1%
40	1.4%	1%	-20%	0%

# Carrying on.
no.	Compound	Vif-A3F inh	TrxR1 substrate	mIDH1 inhibitor	PI4K2A inh	LDHA inh
41	COc1cnn(-c2ccc(C)cc2)c(=O)c1SCc1ccccc1	x	1%	6%	2	-3
42	CC(=O)c1c(C)[nH]c(C(=O)COc2ccc3c(C)cc(=O)oc3c2)c1C	0%	6%	10%	5	-2
43	O=C(COc1ccc(Br)cc1)NNC(=O)c1ccc(-n2cncn2)c([N+](=O)[O-])c1	0%	1%	-4%	6	-2
44	CC(OC(=O)c1cccc(-n2cnnn2)c1)C(=O)Nc1ccccc1F (centres undefined)	u	2%	1%	1	-1
45	O=C(CN1CCC(NC(=O)c2cccc(F)c2)CC1)NCc1ccccc1F	-13%	-10%	-3%	-3	-2
46	CC(C)c1cc(C(=O)OCC(=O)NC2CCS(=O)(=O)C2)c(O)c(C(C)C)c1 (centres undefined)	-2%	x	-5%	1	-4

no.	RXFP1 agonist	Vif-APOBEC3G blk	USP1-UAF1 inh	Glioma ERSR ind
41	-13%	-7%	-3%	-2%
42	-0.1%	-22%	-19%	-4%
43	-0.3%	1%	-13%	-1%
44	1.3%	-6%	-1%	-1%
45	0.3%	-3%	-21%	0%
46	x	-6%	-18%	-4%

# This is a subset; count on the stated rates, not on these rows.
